# Bioassay records deposited in PubChem by National Center for Advancing Translational Sciences (NCATS).
# Anesthetic bind = binds horse apoferritin like a general anesthetic; P02791; Potency, µM (titrated, usually from 77.5 µM), for the others: at the highest dose activity change, negative = displacement, actives largely listed as inhibitors; apoferritin/1-aminoanthracene competitive binding, fluorescence; 350,000 compounds, 0.074% hits; further: on the % scale 0 is the no-effect control and ±100 the full control effect; nearly all actives have a fitted effect of over 20% in size
#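 Read-out: endpoint 1-AMA fluorescence, excitation 380 nm and emission 535 nm, after compounds sit 10 min at room temperature with 10 uM horse-spleen apoferritin in 50% saturated 1-AMA/PBS. Values come from four-parameter Hill fits.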
# BAZ2B inh = blocks human BAZ2B; Q9UIF8; AlphaScreen BAZ2B-H3K14Ac peptide displacement; Potency, µM (top dose mostly 114 µM), for the others: at the highest dose activity change, negative = inhibition, hits mostly inhibitors; 360,000 compounds, 4.4% hits; further: on the % scale 0 is the no-effect control and ±100 the full control effect; nearly all actives have a fitted effect of over 60% in size
#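 AlphaScreen luminescence quantifies BAZ2B engagement of H3K14Ac peptide; the protein and biotinylated peptide are both at 50 nM final, buffer PBS pH 7.4 with 0.01% Tween-20, all steps at room temperature.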
# Pol eta inh = blocks human DNA polymerase eta activity; Q9Y253; recombinant Pol eta, fluorescent DNA replication assay; Potency, µM (doses to about 114 µM), for inactives: at the highest dose activity change, negative = inhibition, usual class: inhibitors; 390,000 compounds, 1.2% hits; AID 588591; further: on the % scale 0 is the no-effect control and ±100 the full control effect
#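 Pol eta at 10 nM preincubated with compounds 15 min at room temperature; reaction started with fluorescent substrate (50 nM final) and read kinetically at 0 and 10 min.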
# APE1 inh = inhibitors of human APE1 endonuclease. 350,000 compounds, 0.35% hits. recombinant APE1, TAMRA/BHQ-2 abasic DNA cleavage fluorescence. Potency, µM (top dose mostly 65.8 µM), for inactives: top-dose activity change, negative = inhibition, usual class: inhibitors;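 further: plate controls were vehicle for no effect and reference inhibitor for full effect; nearly all actives have a fitted effect of over 55% in size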
#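 Readout is kinetic fluorescence (ex 525, em 598 nm) from cleavage of 50 nM TAMRA/BHQ-2 THF abasic duplex by 0.75 nM APE1, compound added 15 min beforehand at RT.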
# Pol kappa inh = DNA polymerase kappa (human) inhibition; Potency, µM (doses to about 107 µM), for the others: at the top dose activity, negative = inhibition, most hits filed as inhibitors; AID 588579; Q9UBT6; 400,000 compounds, 0.53% hits; purified Pol kappa, fluorescent DNA synthesis assay, 10 min; further: on the % scale 0 is the no-effect control and ±100 the full control effect
#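 Kinetic fluorescence readout at 0 and 10 min followed reaction start with substrate at 50 nM final. Beforehand, enzyme (10 nM Pol kappa) stood 15 min with compound at room temperature; buffer-only wells were negative controls.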
# BLM inh = Bloom syndrome helicase (human) inhibition; P54132; recombinant BLM DNA unwinding, fluorescence dequenching; Potency, µM (highest dose often 56.1 µM), without a hit: at the highest dose activity change, negative = inhibition, most hits filed as inhibitors; 350,000 compounds, 0.2% hits; AID 2528;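 further: plate controls were vehicle for no effect and no enzyme for full effect; nearly all actives have a fitted effect of over 35% in size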
# Target sequence (P54132 whole entry, looked up): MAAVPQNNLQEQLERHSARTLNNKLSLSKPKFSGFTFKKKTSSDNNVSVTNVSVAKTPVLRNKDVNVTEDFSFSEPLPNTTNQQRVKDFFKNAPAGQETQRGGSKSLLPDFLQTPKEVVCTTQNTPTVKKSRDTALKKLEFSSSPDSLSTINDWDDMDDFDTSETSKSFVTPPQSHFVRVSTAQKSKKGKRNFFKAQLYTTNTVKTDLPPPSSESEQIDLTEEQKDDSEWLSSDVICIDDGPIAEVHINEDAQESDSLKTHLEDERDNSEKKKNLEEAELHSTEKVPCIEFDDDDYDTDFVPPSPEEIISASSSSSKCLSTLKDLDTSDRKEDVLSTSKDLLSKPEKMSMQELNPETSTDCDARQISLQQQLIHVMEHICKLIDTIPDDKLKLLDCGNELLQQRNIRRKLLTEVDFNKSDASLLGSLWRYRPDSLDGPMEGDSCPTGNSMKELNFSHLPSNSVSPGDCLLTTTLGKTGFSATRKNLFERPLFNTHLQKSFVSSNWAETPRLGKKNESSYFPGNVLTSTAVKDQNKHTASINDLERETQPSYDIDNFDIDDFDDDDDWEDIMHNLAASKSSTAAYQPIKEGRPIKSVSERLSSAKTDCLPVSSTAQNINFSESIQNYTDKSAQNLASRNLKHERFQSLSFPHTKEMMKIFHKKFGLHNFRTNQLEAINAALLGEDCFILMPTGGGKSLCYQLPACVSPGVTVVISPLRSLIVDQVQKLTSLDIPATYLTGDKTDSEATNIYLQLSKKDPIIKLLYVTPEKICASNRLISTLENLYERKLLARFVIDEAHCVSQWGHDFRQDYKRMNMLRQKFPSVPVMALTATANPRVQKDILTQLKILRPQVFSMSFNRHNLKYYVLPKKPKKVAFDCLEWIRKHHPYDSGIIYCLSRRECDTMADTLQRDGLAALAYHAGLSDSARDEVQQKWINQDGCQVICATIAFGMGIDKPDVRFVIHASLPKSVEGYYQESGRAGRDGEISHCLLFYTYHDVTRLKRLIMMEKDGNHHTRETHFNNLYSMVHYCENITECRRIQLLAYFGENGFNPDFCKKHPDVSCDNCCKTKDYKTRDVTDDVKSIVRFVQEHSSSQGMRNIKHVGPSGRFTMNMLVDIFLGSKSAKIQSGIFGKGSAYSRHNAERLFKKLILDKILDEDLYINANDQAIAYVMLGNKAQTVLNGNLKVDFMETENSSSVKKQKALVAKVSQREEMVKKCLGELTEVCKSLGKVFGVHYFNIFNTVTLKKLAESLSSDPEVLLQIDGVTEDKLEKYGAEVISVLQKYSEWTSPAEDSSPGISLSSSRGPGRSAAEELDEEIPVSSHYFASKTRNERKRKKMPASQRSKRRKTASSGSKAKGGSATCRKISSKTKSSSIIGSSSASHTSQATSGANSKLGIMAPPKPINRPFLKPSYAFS
# POLB inh = blocks human DNA polymerase beta activity; 340,000 compounds, 1.3% hits; Pol beta primer extension/strand displacement, fluorescence kinetic; Potency, µM (series often up to 114 µM), inactives show at the highest dose activity change, negative = inhibition, usual class: inhibitors; AID 485314; further: on the % scale 0 is the no-effect control and ±100 the full control effect
#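 Pol beta (10 nM) was preincubated with compound for 15 min at room temperature. The reaction was then started with 50 nM substrate and read immediately and after a further 10 min at room temperature.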
# Pol iota inh = DNA polymerase iota (human) inhibition. Q9UNA4. Pol iota fluorescent replication assay, 10 min. Potency, µM (series often up to 115 µM), for the others: at the top dose activity, negative = inhibition, hits mostly inhibitors. 390,000 compounds, 1% hits
#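 Pol iota at 10 nM preincubated 15 min with compounds at room temperature; reaction started with fluorescent substrate, 50 nM final. Fluorescence read kinetically at 0 and 10 min; buffer-only wells as negative control.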
# G9a inh = G9a (human) methyltransferase inhibition; Q96KQ7; G9a H3K9 monomethylation, AlphaScreen, 2 h; Potency, µM (doses to about 102 µM), for the others: at the highest dose activity, negative = inhibition, usual class: inhibitors; 350,000 compounds, 8.8% hits; AID 504332; further: on the % scale 0 is the no-effect control and ±100 the full control effect; nearly all actives have a fitted effect of over 75% in size
#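 Signal arises when biotinylated H3K9 peptide, once monomethylated, bridges streptavidin donor and antibody-captured acceptor beads. Enzyme at 20 nM was preincubated 15 min with test compounds; peptide 500 nM and SAM 20 uM then reacted for 2 h.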
# Active calls of the source: *; ? = inconclusive; / = not tested or not shown; [ ] = remark or other dose. The call rests on the fitted dose curve; in most records, active means well fitted curve in the direction sought with a large enough effect; inconclusive means small, poorly fitted or top-dose-only effect, or another doubt; inactive means no such curve, though single readings can be large; an effect the other way counts as inactive or inconclusive. Potency means the concentration at half of the fitted maximal effect. An excerpt; the hit share may differ from the screen's.
# Results follow in this order: Anesthetic bind	BAZ2B inh	Pol eta inh	APE1 inh	Pol kappa inh	BLM inh	POLB inh	Pol iota inh	G9a inh
FC(F)(F)c1ccccc1NC(=S)Nc1cccc(Cl)c1
  -14%	-25%	-7%	8%	1%	-3%	44%	83%[activator]	-7%
COc1ccc(C(=O)Cn2c(=O)n3nc(CCn4nc(C)cc4C)nc3c3cc(OC)c(OC)cc32)cc1
  -9%	-8%	14%	/	1%[60.1 µM]	0%	-1%	?	2%[59 µM]
CC(=O)N[C@@H](C)C(=O)OC(C)C(=O)Nc1cccc([N+](=O)[O-])c1 (stereo partly drawn)
  -2%	-11%	-1%	10%	-18%	-4%	5%	54%[activator]	-25%
Clc1ccc(OCCCn2ccnc2)c(Br)c1
  -23%	32µM*	-11%	1%	-13%	1%	26%	22%	3.5µM*
Cc1cccc([C@@H]2[C@@H]3C(=O)N(Cc4ccccc4)C(=O)[C@@H]3[C@]3(Cc4ccccc4)C(=O)N(c4ccc(C(F)(F)F)cc4)C(=O)N23)c1
  /	6%	-24%	3%	-1%	/	/	0%	0%[2.33 µM]
COCC1CCN(C(=O)c2cc(COc3ccc(-n4cncn4)cc3)on2)CC1
  -12%	7%	-7%	29%	12%	-1%	24%	20%	78%[activator]
O=C(CCCc1ccccc1)NCc1ccc(Cl)cc1
  -3%	4%	-12%	1%	-4%	-2%	-2%	8%	9%[0.501 µM]
Cc1nc2sc(C(c3ccc(F)cc3)N3CCOCC3)c(O)n2n1 (stereo not drawn)
  -6%	7%	-10%	7%	-8%	-5%	-1%	5%	0%[12.7 µM]
COc1ccccc1-c1ccc(/C=N/O)o1
  8%	-37%	-8%	-2%	2%	1%	?	-2%[58.9 µM]	13%
CC(C(=O)Nc1ccccc1-c1ccccc1)N1CCN(C(=O)c2ccccc2)CC1 (stereo not drawn)
  -7%	-4%	-14%	-5%	15%	-2%	23%	38%	-27%
COC(=O)c1ccc2c(=O)n(CCCCCC(=O)N3CCN(c4cc(C)ccc4C)CC3)c(=O)[nH]c2c1
  -8%	-16%	15%	/	-3%[60.1 µM]	-3%	25%	-6%	-15%[59 µM]
COc1cc(S(=O)(=O)N2CCOCC2)ccc1NC(=O)COC(=O)C12CC3CC(CC(C3)C1)C2
  -1%	-5%	-7%	8%	-8%	0%	-2%	16%	?
COc1ccc(Cl)cc1N(C)C(=O)C(=O)Nc1ccc2nc3n(c(=O)c2c1)CCCCC3
  -13%	-10%	-14%	/	-12%	-1%	0%	27%	-7%[59 µM]
COCCNC(=O)CCCn1c(=O)c2ccccc2n(Cc2ccccc2C#N)c1=O
  -5%	0%	-10%	20%	7%	-2%	9%	-4%	21%
Cc1cc(SCC(=O)OC/C(O)=C(\C#N)c2nc3ccccc3[nH]2)c(C)cc1Br
  -4%	-8%	-18%	16%	-10%	-7%	11%	133%[activator]	15%[59 µM]

# Random excerpt: 3 records from the list, in no set order.
# Results follow in this order: Anesthetic bind	BAZ2B inh	Pol eta inh	APE1 inh	Pol kappa inh	BLM inh	POLB inh	Pol iota inh	G9a inh
FC(F)(F)c1ccccc1NC(=S)Nc1cccc(Cl)c1
  -14%	-25%	-7%	8%	1%	-3%	44%	83%[activator]	-7%
O=C(CCCc1ccccc1)NCc1ccc(Cl)cc1
  -3%	4%	-12%	1%	-4%	-2%	-2%	8%	9%[0.501 µM]
COCCNC(=O)CCCn1c(=O)c2ccccc2n(Cc2ccccc2C#N)c1=O
  -5%	0%	-10%	20%	7%	-2%	9%	-4%	21%

# (more compounds)
# Results follow in this order: Anesthetic bind	BAZ2B inh	Pol eta inh	APE1 inh	Pol kappa inh	BLM inh	POLB inh	Pol iota inh	G9a inh
COc1ccc(C(=O)OCc2cc3cccc(C)c3[nH]c2=O)cc1
  -16%	6%	-4%	5%	2%	-6%	-5%	-13%	47%[activator][59 µM]
CC(C)NC(=O)c1ccccc1NC(=O)CS(=O)(=O)Cc1ccccc1
  -3%	-2%	-18%	-2%	-12%	1%	3%	42%[activator]	-33%[59 µM]
CCOC(=O)c1cnc(SC)nc1Sc1ccccc1Cl
  ?	117%[activator]	-19%	22%	-4%	-9%	4%	-12%	104%[activator]
COc1cccc(C(=O)NCC(=O)NNc2ncnc(N)c2[N+](=O)[O-])c1
  -14%	-37%	-14%	-7%	6%	2%	-20%	62%[activator]	-1%
COCC(=O)N1CCC2(CC1)CN(C(=O)Nc1cccc(F)c1)C2
  /	/	/	5%	-12%[60.1 µM]	2%	/	/	41%[12.7 µM]
O=C(NCC(c1cccs1)N1CCOCC1)c1ccc(Br)o1 (stereo not drawn)
  -10%	1%	-11%	?	-1%	4%	?	-14%	?
Cc1cnc(CNc2ncnc3ccc(-c4ccc5c(c4)OCO5)cc23)cn1
  /	/	/	4%	?	-11%	/	/	-34%[0.501 µM]
COc1ccc(/C=C/C(=O)O)cc1S(=O)(=O)NC1CCS(=O)(=O)C1 (stereo not drawn)
  -2%	-24%	28µM*	-3%	-24%	3%	?	?	?
CC(C)(CNC(=O)CO/N=C1/C=C2CCC3C(C(O)C[C@@]4(C)C3CC[C@]4(O)C(=O)CO)[C@@]2(C)CC1)C(O)C(=O)O (stereo partly drawn)
  -12%	-1%	-4%	14%	-24%	-1%	0%	?	?
Cc1cccc(N2CCN(C(=O)C3CCCN(S(=O)(=O)c4cccc5nsnc45)C3)CC2)c1C (stereo not drawn)
  1%	/	-15%	/	0%	-4%	10%	8%	?
COCCOC(=O)C1=C(C)NC(=O)NC1c1cccc2ccccc12 (stereo not drawn)
  -14%	-2%	-13%	-5%	8%	-5%	39%	-9%	/
Cc1ccc(C)c(NC(=O)C(Sc2nnc(-c3cccs3)o2)c2ccccc2)c1 (stereo not drawn)
  -11%	2%	?	-3%	-6%	-8%	0%[57.1 µM]	12%	79µM*
Cc1ccccc1-c1cc(C(=O)NCC2CC2)n(CC2CC(c3cccnc3)=NO2)n1 (stereo not drawn)
  /	4%	-7%	-3%	-1%	/	/	-23%	-3%[0.501 µM]
COc1ccccc1N1CCN(C(=O)c2cnc(N3CCCCC3)c3ccccc23)CC1
  -13%	-12%	-25%	/	-4%[60.1 µM]	-4%	11%	2%	6%[59 µM]
COCC(=O)N1CCC2(CCN(Cc3cc(C(F)(F)F)cc(C(F)(F)F)c3)CC2)CC1
  /	/	/	-1%	-9%[60.1 µM]	0%	/	/	-5%[12.7 µM]
Cc1ccc(CNC(=O)C(=O)NCC(c2cccnc2)N2CCN(c3ccccc3F)CC2)cc1 (stereo not drawn)
  7%	-6%	-16%	/	-3%	-7%	-7%	34%[activator]	-7%[59 µM]
O=c1[nH]c(CSc2nnc(-c3ccccc3)n2-c2ccccc2)nc2ccccc12
  -11%	1%	-1%	3%	-10%	2%	-2%	?	?
COc1ccc(Cc2n[nH]c(=S)o2)cc1
  -15%	-4%	3%	5%	-6%	-2%	20%	29%	/
Cc1nc2sc(C(c3cccs3)N3CCN(Cc4ccccc4)CC3)c(O)n2n1 (stereo not drawn)
  -8%	-4%	4%	-5%	-9%	-1%	0%	?	?
CCCCOc1ccc(N=Cc2ccc[nH]2)cc1
  ?	?	-1%	6%	-8%	-11%	-15%	112%[activator]	/
Cc1ccc2cc(CN(c3ccccc3)S(=O)(=O)c3ccccc3)c(=O)[nH]c2c1
  -15%	-18%	-12%	-4%	4%	-5%	-15%	51%[activator]	-1%
Nc1ncnc2nc(SCCC(=O)O)[nH]c12
  -4%	-21%	?	15%	-10%	2%	56%	8%	/
O=C(O)CCNC(=O)c1ccc(NC(=O)C(c2ccccc2)c2ccccc2)cc1
  -4%	-2%	-13%	-20%	-17%	-2%	12%	-4%	-7%
Cc1c(C2Nc3ccccc3C(=O)N2O)cnn1C (stereo not drawn)
  -11%	-14%	9%	4%	-11%	-1%	-2%	1%	10µM*
N/C(=N\O)C1COc2ccccc2O1 (stereo not drawn)
  -23%	-9%	5%	1%	3%	-2%	0%	12%	?
CCCCC(=O)NC(c1ccco1)c1cc(Cl)c2cccnc2c1O (stereo not drawn)
  -8%	-13%	12%	23%	-22%	-8%	?	118%[activator]	/
Cn1c(=O)c(=O)n(C)c2cc(N3CCOCC3)c(NS(=O)(=O)c3ccc(Cl)cc3)cc21
  1%	-22%	-9%	/	-22%	2%	8%	69%[activator]	-45%[59 µM]
CC(=O)Oc1oc(-c2ccccc2)nc1/C=N/c1ccccn1
  -7%	9%	-5%	-4%	-10%	1%	64%	6%	?
COc1ccccc1NC(=O)c1c[nH]c2ccccc12
  -6%	-3%	-20%	-10%	1%	-2%	-18%	-7%	12%[0.501 µM]
O=C(NC1=NCCS1)c1csc2ccccc12
  -8%	5%	-2%	-2%	5%	-3%	-1%	11%	4%[12.7 µM]
COC(=O)c1cccc(NC(=O)c2ccc3c(c2)C(=O)N(Cc2cccnc2)C3=O)c1C
  -18%	-12%	-11%	5%	-10%	-11%	-14%	-7%	/
COCc1[nH][nH]c(=O)c1C=Nc1ccccc1
  -22%	3%	-15%	16%	-2%	-4%	2%	-18%	12%[59 µM]
Cc1ccc(C)c(Nc2c(F)c(F)c(F)c(F)c2C(=O)O)c1
  -2%	-14%	-16%	8%	-6%	-2%	8%	49%[activator]	0%
O=C(CN1C(=O)S/C(=C\c2cc(Cl)c(O)c(Cl)c2)C1=O)Nc1ccccc1
  -17%	45µM*	?	-11%	-18%	-6%	13%	?	/
CC1CCCN(c2csc3ccc(F)cc3c2=O)C1 (stereo not drawn)
  14%	-15%	-18%	/	-9%[60.1 µM]	-2%	13%	10%	-8%[59 µM]
CCCc1c(C(=O)N/N=C/c2ccc(C)s2)nnn1-c1nonc1N
  -4%	-7%	3%	-13%	-8%	-2%	24%	-6%	9%
Fc1cccc(Cl)c1/C=N/Nc1ccccn1
  -6%	-12%	-9%	-3%	-24%	-3%	26%	116%[activator]	-11%
COC(=O)c1cccc(NC(=O)C2COc3ccccc3O2)c1C (stereo not drawn)
  -18%	-2%	-12%	0%	-9%	-1%	79%	36%[activator]	3%
COc1cccc(NC(=O)C(c2ccccc2)N2CCNC(=O)C2)c1 (stereo not drawn)
  -9%	-14%	/	3%	/	0%	1%	/	?
